# Source: PubChem BioAssay (National Center for Advancing Translational Sciences (NCATS))
# GoLoco inh red: blocks human Gai1 binding to RGS12 GoLoco peptide, red readout | P63096 | Gai1:RGS12 GoLoco peptide FP, rhodamine, 10 min | Potency, µM (top dose mostly 61.6 µM), for inactives: top-dose activity, negative = inhibition, actives largely listed as inhibitors | hit rate 0.44% among 230,000; active means well fitted inhibition curve with a large enough effect, not every such curve was filed as active; inactive means no such curve, though single readings can be large or run the other way; further: nearly all actives have a fitted effect of over 30% in size; many of its hits are not listed in these tables
# Tau fibril ThT: tau fibrillization inhibition (ThT binding). P10636. recombinant tau K18 P301L (four-repeat tau fragment), heparin-induced fibrillization, ThT fluorescence. Potency, µM (doses to about 57.4 µM), without a hit: top-dose activity, negative = inhibition, most hits filed as inhibitors. hit rate 2.1% among 270,000. AID 1460; further: nearly all actives have a fitted effect of over 55% in size
# Target sequence (P10636 561-689 P618L limits assumed): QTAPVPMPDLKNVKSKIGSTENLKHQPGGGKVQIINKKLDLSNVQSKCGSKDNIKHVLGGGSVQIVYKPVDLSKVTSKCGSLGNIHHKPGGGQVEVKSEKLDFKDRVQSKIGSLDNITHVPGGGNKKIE
#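 K18 P301L tau (15 uM + 0.24 uM Alexa 594-tagged), heparin 20 uM, NaOAc pH 7, 6 h 37 C; ThT 30 uM, 1 h RT, ex 450/em 510 nm.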
# Tau FP inhib: blocks human tau fibril formation measured by polarization; Potency, µM (titrated, usually from 57.7 µM), for the others: top-dose activity, negative = inhibition, actives largely listed as inhibitors; K18 P301L tau heparin fibrillization, Alexa594 FP, 6 h; hit rate 0.39% among 280,000; further: nearly all actives have a fitted effect of over 55% in size
#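 Compound effects on tau fibrillization are measured by Alexa 594 fluorescence polarization (ex 555, em 632 nm). K18 P301L tau is used at 15 uM with 0.24 uM labeled tracer, and 20 uM heparin induces aggregation over 6 hr at 37 C.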
# TRb SRC2 PPI: inhibitors of human thyroid hormone receptor beta-SRC2 interaction; TRbeta-SRC2 peptide binding, fluorescence polarization; receptor liganded with 1 µM T3; Potency, µM (titrated, usually from 106 µM), for the others: at the top dose activity change, negative = inhibition, usual class: inhibitors; hit rate 0.065% among 280,000;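 further: plate controls were bound peptide for no effect and peptide without receptor for full effect; nearly all actives have a fitted effect of over 50% in size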
#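 Human TRb ligand-binding domain (0.6 uM) is mixed with 20 nM Texas Red SRC2 peptide and 1 uM T3; after compound addition and 5 hr at ambient temperature, polarization is measured and normalized to unbound and bound controls.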
# RECQ1 inh: RECQ1 (human) helicase inhibition | P46063 | RECQ1 DNA unwinding, red fluorescence kinetic read | Potency, µM (top dose mostly 57.3 µM), inactives show top-dose activity, negative = inhibition, hits mostly inhibitors | hit rate 0.54% among 240,000 | AID 2549;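 further: plate controls were vehicle for no effect and no enzyme for full effect; nearly all actives have a fitted effect of over 30% in size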
# Target sequence (P46063 whole entry, looked up): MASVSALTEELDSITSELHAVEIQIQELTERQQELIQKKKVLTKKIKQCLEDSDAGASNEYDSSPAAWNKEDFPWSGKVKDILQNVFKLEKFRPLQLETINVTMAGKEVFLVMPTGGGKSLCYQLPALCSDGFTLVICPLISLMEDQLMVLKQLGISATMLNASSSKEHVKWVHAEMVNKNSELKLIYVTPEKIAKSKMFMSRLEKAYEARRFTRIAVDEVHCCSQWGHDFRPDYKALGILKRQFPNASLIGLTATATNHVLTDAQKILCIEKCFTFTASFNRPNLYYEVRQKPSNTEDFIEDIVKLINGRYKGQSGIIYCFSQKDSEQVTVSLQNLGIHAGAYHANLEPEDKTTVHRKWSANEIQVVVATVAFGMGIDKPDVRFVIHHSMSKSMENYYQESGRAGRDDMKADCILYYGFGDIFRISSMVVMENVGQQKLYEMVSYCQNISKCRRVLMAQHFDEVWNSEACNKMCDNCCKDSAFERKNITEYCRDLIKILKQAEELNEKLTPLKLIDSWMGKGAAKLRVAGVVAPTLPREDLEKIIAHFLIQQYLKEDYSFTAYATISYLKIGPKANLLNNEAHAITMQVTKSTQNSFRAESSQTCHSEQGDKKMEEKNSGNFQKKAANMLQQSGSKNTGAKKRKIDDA
#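 50 nM RECQ1T1 preincubated 15 min with compound in Tris pH 8.0 buffer with MgCl2, DTT, Tween-20 and 2.5 ug/ml poly(dI-dC); started with 200 nM TAMRA/BHQ-2 forked duplex and 2 mM ATP. Unwinding read as fluorescence (525/598 nm), two reads 2 h apart.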
# KDM4E inh: blocks human JMJD2E demethylase activity; Potency, µM (titrated, usually from 57.1 µM), inactives show at the highest dose activity change, negative = inhibition, usual class: inhibitors; JMJD2E catalytic domain, FDH-coupled NADH fluorescence (FDH is formaldehyde dehydrogenase); hit rate 1.6% among 230,000; active means well fitted inhibition curve with a large enough effect, not every such curve was filed as active; inconclusive means small, poorly fitted or top-dose-only effect, or another doubt; inactive means no such curve, though single readings can be large or run the other way;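 further: 0% = wells with enzyme and -100% = buffer wells without enzyme; nearly all actives have a fitted effect of over 50% in size; many of its hits are not listed in these tables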
# L3MBTL1 block: inhibitors of human L3MBTL1; Potency, µM (highest dose often 57.1 µM), for the others: at the top dose activity, negative = inhibition, usual class: inhibitors; AlphaScreen L3MBTL1–H3K9me1 peptide binding; hit rate 0.66% among 230,000; Q9Y468; AID 485360; further: nearly all actives have a fitted effect of over 60% in size
#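 Read-out is AlphaScreen signal from streptavidin donor and nickel chelate acceptor beads (10 ug/mL final each) bridging L3MBTL1 (50 nM) and biotinylated K9-monomethylated H3(1-15) peptide (75 nM), after 30 min compound exposure at room temperature.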
# TR SRC2 fluor cs: counter-screen for TRb-SRC2 inhibitors: fluorescence interference | TRb/SRC2 Texas Red total fluorescence interference | Potency, µM (highest dose often 106 µM), for the others: at the top dose fluorescence change, negative = quenching | hit rate 0.29% among 280,000 | AID 1479; active means well fitted curve in either direction with a large enough effect; inconclusive means small, poorly fitted or top-dose-only effect
#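 Human TRb ligand-binding domain at 0.6 uM with 20 nM Texas Red SRC2 peptide in Tris buffer containing 1 uM T3 and 5% DMSO, incubated with compound 5 h at ambient temperature. Total fluorescence (555/632 nm) calculated as parallel + 2 × perpendicular.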
# Numbers without * were called inactive; i = inactive; u = inconclusive; x = not tested or not shown; [ ] = remark or other dose. Unless noted, the call rests on the fitted dose curve; in most records, active means well fitted curve in the direction sought with a large enough effect; inconclusive means small, poorly fitted or top-dose-only effect, or another doubt; inactive means no such curve, though single readings can be large; an effect the other way counts as inactive or inconclusive. Unless noted, on the % scale 0 is the no-effect control and ±100 the full control effect; potency means the concentration at half of the fitted maximal effect.
# Assay codes: A = GoLoco inh red; B = Tau fibril ThT; C = Tau FP inhib; D = TRb SRC2 PPI; E = RECQ1 inh; F = KDM4E inh; G = L3MBTL1 block; H = TR SRC2 fluor cs
CC1=C(C)CC(C(=O)Nc2nc(-c3ccc(C)cc3C)c(C)s2)C(C(=O)O)C1 (centres undefined)
  A = 9% | B = u | C = 4% | D = 6% | E = 7% | F = -1% | G = 1% | H = -3%
CCOc1ccc(OCCOCCN2CCc3ccccc3C2)cc1
  A = 6% | B = -14% | C = 5% | D = 3% | E = i | F = -12% | G = -7% | H = 0%
C=COCCNC(=O)Nc1ccc(Cl)cc1Cl
  A = -3% | B = 3% | C = u | D = -2% | E = 0% | F = 1% | G = 2% | H = -10%
COc1ccc(C2c3cccn3CCN2S(=O)(=O)c2ccccc2[N+](=O)[O-])cc1OC (centres undefined)
  A = x | B = u | C = -7% | D = 1% | E = x | F = x | G = x | H = 1%
O=C(Nc1ccccc1C(=O)OC1CCOC1=O)c1ccco1 (centres undefined)
  A = -7% | B = -12% | C = -2% | D = 3% | E = -1% | F = -8% | G = x | H = -3%
COc1ccc(C2CC(c3ccc(OC)cc3)n3nc(NC(=O)c4ccco4)nc3N2)cc1 (centres undefined)
  A = 0% | B = -4% | C = 7% | D = 2% | E = -7% | F = 7% | G = -5% | H = -1%
O=C(NC1CCCC1)c1ccc2c(c1)N(Cc1c(F)cccc1Cl)C(=O)c1ccccc1S2
  A = x | B = -2% | C = -12% | D = 1% | E = x | F = x | G = x | H = 0%
CCC(C(=O)N1CCN(c2cc(Cl)ccc2C)CC1)n1nc(C)n2c(cc3occc32)c1=O (centres undefined)
  A = x | B = -2% | C = 9% | D = -3% | E = x | F = x | G = x | H = -1%
Cc1ccc2c(=O)cc(C(=O)Nc3c(C(=O)c4ccccc4)oc4ccccc34)oc2c1
  A = x | B = -6% | C = u | D = -8% | E = x | F = x | G = x | H = 5%
CN(C)S(=O)(=O)c1ccc(N2CCCC2)c(C(=O)Nc2nc(-c3ccc(F)cc3)cs2)c1
  A = 9% | B = -15% | C = -2% | D = 3% | E = -7% | F = u | G = -4% | H = 2%
COC(=O)C(CC(C)C)NC(=O)c1ccc([N+](=O)[O-])cc1 (centres undefined)
  A = 3% | B = 2% | C = -1% | D = 8% | E = -16% | F = 2% | G = 6% | H = -1%
C/C(=N\O)C1(C)N(O)C(C)(C)C(c2ccc(F)cc2)=[N+]1[O-] (centres undefined)
  A = 0% | B = -5% | C = -7% | D = -26% | E = -5% | F = 0% | G = x | H = 0%
Cc1ccc2ncnc(Nc3cccc(C(=O)O)c3)c2c1
  A = -6% | B = -3% | C = 1% | D = -2% | E = 0% | F = -22% | G = x | H = -2%
O=C(O)c1ccc(S(=O)(=O)Nc2ccc(O)c(Sc3nc4ccccc4s3)c2)cc1
  A = -25% | B = -11% | C = -5% | D = 8% | E = i | F = 4% | G = 22µM* | H = -2%
CCc1ccc(NC(=O)C(C)OC(=O)c2cccc(S(=O)(=O)N3CCc4ccccc4C3)c2)cc1 (centres undefined)
  A = -22% | B = 9% | C = -5% | D = -2% | E = -5% | F = -2% | G = 21% | H = -9%
Cc1cc(C(=O)Nc2nc(C)c(C(=O)N(C)C)s2)ccc1[N+](=O)[O-]
  A = 5% | B = -10% | C = 12% | D = -10% | E = -2% | F = 13% | G = 1% | H = -2%
O=C(CSc1nnc(-c2cccs2)n1Cc1ccccc1)N1CCc2ccccc2C1
  A = x | B = -3% | C = -13% | D = -5% | E = i | F = u | G = 0% | H = -6%
Cc1ccc(Cl)cc1NC(=S)N(Cc1ccco1)C(C)c1cccs1 (centres undefined)
  A = 19% | B = -16% | C = u | D = -8% | E = -23% | F = -6% | G = x | H = -2%
COC(=O)c1nn(-c2ccccc2)nc1-c1nn(-c2ccccc2)nc1C(=O)OC
  A = 3% | B = -14% | C = -16% | D = -14% | E = 0% | F = u | G = x | H = -1%
Cc1ccc(NC(=O)CSc2nnc(Cc3ccccc3)o2)c(C)c1
  A = 3% | B = -12% | C = -6% | D = -2% | E = -7% | F = -1% | G = -6% | H = -2%
Cc1cccc(N2CCN(C(=O)C3CCN(S(=O)(=O)c4cccs4)CC3)CC2)c1C
  A = x | B = -4% | C = -4% | D = 3% | E = x | F = x | G = x | H = 4%
Cc1c(Cl)cccc1NC(=O)Nc1cc(C(C)(C)C)nn1C
  A = 2% | B = 0% | C = -13% | D = -4% | E = 1% | F = 2% | G = 8% | H = 0%
CSc1ccc(Cl)c(C(=O)NCCOc2cc(C)ccc2C(C)C)c1
  A = 2% | B = -16% | C = 0% | D = 2% | E = -20% | F = 7% | G = 30% | H = -1%
CCCOc1ccccc1C1NC(=O)NC(C)=C1C(=O)OCCOC(C)C (centres undefined)
  A = x | B = 4% | C = 6% | D = -15% | E = i | F = -10% | G = -2% | H = 0%
CCOc1ccc(NC(=O)Cn2nnc(-c3ccccc3NC(=O)C3CC3)n2)cc1
  A = 5% | B = -11% | C = u | D = 3% | E = -1% | F = -5% | G = 6% | H = 3%

# Rewritten with two lines to a compound: part of the list above.
# Values run as follows: GoLoco inh red | Tau fibril ThT | Tau FP inhib | TRb SRC2 PPI | RECQ1 inh | KDM4E inh | L3MBTL1 block | TR SRC2 fluor cs
- O=C(NC1CCCC1)c1ccc2c(c1)N(Cc1c(F)cccc1Cl)C(=O)c1ccccc1S2
  x | -2% | -12% | 1% | x | x | x | 0%
- CCC(C(=O)N1CCN(c2cc(Cl)ccc2C)CC1)n1nc(C)n2c(cc3occc32)c1=O (centres undefined)
  x | -2% | 9% | -3% | x | x | x | -1%
- Cc1ccc2c(=O)cc(C(=O)Nc3c(C(=O)c4ccccc4)oc4ccccc34)oc2c1
  x | -6% | u | -8% | x | x | x | 5%
- CN(C)S(=O)(=O)c1ccc(N2CCCC2)c(C(=O)Nc2nc(-c3ccc(F)cc3)cs2)c1
  9% | -15% | -2% | 3% | -7% | u | -4% | 2%
- COC(=O)C(CC(C)C)NC(=O)c1ccc([N+](=O)[O-])cc1 (centres undefined)
  3% | 2% | -1% | 8% | -16% | 2% | 6% | -1%
- C/C(=N\O)C1(C)N(O)C(C)(C)C(c2ccc(F)cc2)=[N+]1[O-] (centres undefined)
  0% | -5% | -7% | -26% | -5% | 0% | x | 0%
- Cc1ccc2ncnc(Nc3cccc(C(=O)O)c3)c2c1
  -6% | -3% | 1% | -2% | 0% | -22% | x | -2%

# Next part
# Assay codes: A = GoLoco inh red; B = Tau fibril ThT; C = Tau FP inhib; D = TRb SRC2 PPI; E = RECQ1 inh; F = KDM4E inh; G = L3MBTL1 block; H = TR SRC2 fluor cs
CN1CCN(c2nc(-c3ccc(Br)cc3)nnc2-c2ccccc2)CC1
  A = 3% | B = -8% | C = 2% | D = 4% | E = 5% | F = 1% | G = u | H = -1%
N#Cc1c(F)cccc1N1CCC(C#N)CC1
  A = 0% | B = -10% | C = -9% | D = 2% | E = i | F = u | G = 5% | H = 0%
CC(C)[C@@H](N)C(=O)O
  A = 10% | B = 3% | C = 5% | D = 8% | E = i | F = x | G = x | H = -3%
CC12CN3CC(C)(CN(C1)C3c1ccccc1F)C2 (centres undefined)
  A = -1% | B = 7% | C = 6% | D = -2% | E = -12% | F = 3% | G = 2% | H = -3%
NS(=O)(=O)c1ccc(CCNC(=O)c2cccc([N+](=O)[O-])c2)cc1
  A = 17% | B = -12% | C = -10% | D = -4% | E = i | F = 7% | G = -1% | H = -2%
COc1cc(/C=C/C(=O)N(Cc2ccccc2)c2ccccn2)cc(OC)c1OC
  A = 2% | B = -3% | C = 7% | D = -1% | E = 0% | F = 4% | G = -12% | H = -2%
O=C(Cc1cccs1)Nc1nnc(SCc2ccc(C(F)(F)F)cc2)s1
  A = 38%[activator] | B = -3% | C = 1% | D = 6% | E = i | F = 8% | G = 2% | H = 2%
Cc1ccc(S(=O)(=O)c2nc(C)oc2N2CCOCC2)cc1
  A = 18% | B = -17% | C = -3%[2.34 µM] | D = 1% | E = 7% | F = -15% | G = -8% | H = 1%
CN(C)c1ccc(NC(=O)CN2CCC(C(=O)c3ccc(F)cc3)CC2)cc1
  A = -6% | B = -17% | C = 3% | D = -6% | E = -16% | F = 7% | G = -12% | H = 0%
Cc1cccc(-n2c(-c3cccc([N+](=O)[O-])c3)nc3nc4ccccc4nc32)c1
  A = 0% | B = -5% | C = 9% | D = -23% | E = -4% | F = 10% | G = 5% | H = -1%
O=C(COC(=O)C1(c2ccc(Cl)cc2)CCCC1)NCc1ccco1
  A = 10% | B = -9% | C = 0% | D = -4% | E = -3% | F = 5% | G = -7% | H = -5%
CCc1ccc(-c2cc(C)no2)cc1S(=O)(=O)Nc1ccc(Cl)cc1
  A = x | B = 8% | C = u | D = -3% | E = x | F = x | G = x | H = 0%
COC(=O)c1cc(NC(=O)C2(S(=O)(=O)c3ccc(Cl)cc3)CC2)cc(C(=O)OC)c1
  A = -5% | B = 1% | C = 0% | D = 4% | E = 0% | F = -1% | G = -10% | H = -1%
COc1ccccc1Oc1nc2c(C)cccn2c(=O)c1/C=C(\C#N)c1nc2ccccc2[nH]1
  A = x | B = -11% | C = u | D = -1% | E = x | F = x | G = x | H = -17%
O=C(CSc1nc2ccccc2c(=O)n1NC(=O)Cc1ccccc1)NCCc1ccccc1
  A = -5% | B = -8% | C = -13% | D = 0% | E = -6% | F = 4% | G = 8% | H = 1%
O=C(O)c1ccc(COc2ccc3ccccc3c2)o1
  A = 9% | B = 3% | C = -5% | D = 3% | E = 1% | F = 4% | G = 2% | H = 0%
COc1ccc(N/C=C/C(=O)C(F)(F)F)cc1
  A = 0% | B = -8% | C = 14% | D = -2% | E = -1% | F = -3% | G = 8% | H = -4%
CCOc1ccc(NC(=O)Cn2c(=O)n(Cc3ccccc3)c(=O)c3sc4ccccc4c32)cc1
  A = x | B = 8% | C = -18% | D = -5% | E = x | F = x | G = x | H = 0%
N=C1S/C(=C\c2ccccc2F)C(=O)N1c1ccc(F)cc1
  A = 11% | B = -5% | C = -16% | D = 5% | E = -8% | F = 3% | G = 5% | H = -18%

# Some of the compounds tested; the hit share may differ from the screen's.
